# Source: PubChem BioAssay
# ERG Ets-DNA blk: qHTS for Small Molecule Inhibitors of the ERG Ets/DNA interaction; actives 0.028% (n = 370,000); fluorescence polarization, His-ERG Ets domain / labelled DNA; AID 624246, 2012; Potency, µM (highest dose often 76.9 µM), inactives show top-dose FP activity, negative = inhibition, most hits filed as inhibitors; Transcriptional regulator ERG (Homo sapiens), P11308; active = well fitted inhibition curve with a large enough effect in the polarisation, with a control signal flat; inconclusive = small, poorly fitted or top-dose-only effect, or effect the other way, or a change in a side signal; inactive = no such curve, though single readings can be large or run the other way; the % refers to the polarisation;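 note: polarization taken with two DNA probes labelled with fluorescein and Texas red; potency is the fitted concentration of half-maximal effect; % of control where 0% means no effect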
# Target sequence (P11308 whole entry, looked up, the tested form may be a part): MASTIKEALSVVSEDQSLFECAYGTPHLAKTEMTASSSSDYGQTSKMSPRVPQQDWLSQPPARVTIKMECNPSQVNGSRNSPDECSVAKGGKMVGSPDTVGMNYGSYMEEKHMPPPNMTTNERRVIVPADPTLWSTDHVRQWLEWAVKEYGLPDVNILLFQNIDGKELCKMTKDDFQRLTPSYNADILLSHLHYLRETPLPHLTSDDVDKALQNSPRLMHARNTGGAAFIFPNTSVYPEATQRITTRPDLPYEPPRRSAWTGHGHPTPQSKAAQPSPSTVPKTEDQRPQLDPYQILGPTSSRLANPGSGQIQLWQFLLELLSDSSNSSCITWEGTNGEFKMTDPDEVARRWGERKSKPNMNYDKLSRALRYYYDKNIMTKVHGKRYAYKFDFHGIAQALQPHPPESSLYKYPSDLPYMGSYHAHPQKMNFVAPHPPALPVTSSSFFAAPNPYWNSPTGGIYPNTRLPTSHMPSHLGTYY
#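 His-tagged ERG Ets domain (1 uM in the protein solution; 300mM KCl, 50mM Tris-HCl, 1mM EDTA, 1mM DTT, pH 7.5) received compound, then a probe mix of 5 nM fluorescein-DNA and 100nM Texas-615-DNA. Fluorescence polarization was read for both dyes.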
# LDHA block: qHTS assay for inhibitors of human lactate dehydrogenase; L-lactate dehydrogenase A chain (Homo sapiens), P00338; purified LDHA, NADH/diaphorase-resazurin fluorescence; active compounds read low; activity change, % (values are at about 110 or 230 µM); actives 0.15% (n = 480,000); in the data active = activity change below about -30%; inconclusive = mostly about -25% to -30%;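 note: plate controls were DMSO wells for no effect and wells without enzyme for full effect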
#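 Human LDH5 (2 nM) was incubated with 0.06 mM NADH and 0.2 mM pyruvate for 5 min at room temperature in Tris pH 7.4. Remaining NADH was coupled through diaphorase/resazurin, and resorufin fluorescence was read at 0 and 20 min.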
# RGS4 inhibitor: Inhibitors of Regulator of G Protein Signaling (RGS) 4: qHTS. Potency, µM (titrated, usually from 114 µM), inactives show top-dose activity change, negative = inhibition, actives largely listed as inhibitors. Transcreener GDP fluorescence polarization, RGS4-accelerated GTP hydrolysis. Regulator of G-protein signaling 4 (Homo sapiens), P49798. actives 0.039% (n = 390,000); note: potency is the fitted concentration of half-maximal effect; % is set by controls: 0 for no effect and ±100 for the full control effect; nearly all actives have a fitted effect of over 75% in size; some results filed as inactive show a strong effect at the top dose
#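 MLSMR compounds (23 nl, pin-transferred) preincubated 10 min at room temperature with a 500nM (2x) first reagent, then RGS4 at 900nM (2x) plus Transcreener GDP mix added; fluorescence polarization (620/688 nm) read before and after 90 min at 30 °C.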
# Vif-APOBEC3G blk: qHTS for Inhibitors of Vif-A3G Interactions: qHTS; actives 0.076% (n = 410,000); HeLa A3G-eYFP + Vif (tagged APOBEC3G with the HIV-1 protein that degrades it), YFP fluorescence, overnight; Potency, µM (top dose mostly 46.1 µM), inactives show top-dose activity, negative = active, hits mostly inhibitors; DNA dC->dU-editing enzyme APOBEC-3G (Homo sapiens), Q9HC16; AID 602310, 2012;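 note: potency is the fitted concentration of half-maximal effect; % is set by controls: 0 for no effect and ±100 for the full control effect; nearly all actives have a fitted effect of over 60% in size; hits raise eYFP signal because A3G escapes Vif-driven loss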
#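 HeLa cells stably expressing Vif and C-terminally eYFP-tagged A3G, seeded overnight at 37 deg C, then exposed to compound by pintool overnight at 37 deg C. Rise in yellow fluorescence (Ex 488/Em 500-530, Acumen) marks blocked Vif-driven A3G degradation.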
# Glioma ERSR ind: qHTS for Inducers of the Endoplasmic Reticulum Stress Response (ERSR) in Human Glioma: qHTS | U87-MG GRP78 promoter luciferase reporter, 16 h | actives 0.02% (n = 420,000) | AID 602332, 2012 | Potency, µM, inactives show at the top dose activation, hits mostly activators; note: potency is the fitted concentration of half-maximal effect; series mostly up to about 76 µM; % of control where 0% means no effect; nearly all actives have a fitted effect of over 35% in size
#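 Stably transfected U87-MG glioma cells carrying a GRP78-based luciferase sensor; 16 h compound incubation. Luminescence end-point read 10 min after Bright-Glo addition at room temperature.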
# D2 agonist: HTS Assay for Allosteric Agonists of the Human D2 Dopamine Receptor: Primary Screen for Agonists; D(2) dopamine receptor (Homo sapiens), P14416; HEK293 T-REx D2 cells, calcium flux agonist mode; activation, % at 2 µM; actives 0.53% (n = 340,000); AID 485358, 2010;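 active = activation over 3 SD above normal in the single-dose calcium agonist read, cut at about 30% in these data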; note: 0% is about no effect
#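 Agonism scored from kinetic calcium signal (1 read/sec, 180 s) following compound pin transfer, after a 10 s baseline. Cells: HEK293 Trex line expressing inducible D2 receptor coupled to calcium, dye-loaded after overnight culture at 30 C.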
# D2 antagonist: HTS Assay for Allosteric Antagonists of the Human D2 Dopamine Receptor: Primary Screen for Antagonists. D(2) dopamine receptor (Homo sapiens), P14416. HEK293 TREx D2 cells, calcium flux, dopamine EC80. inhibition, % at 10 µM. actives 2% (n = 340,000). AID 485344, 2010; in the data active = inhibition above about 30%; note: 0% is about no effect
#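 Read-out: kinetic calcium fluorescence (1 cycle/s) in inducible HEK293 T-REx D2 cells after an EC80 dopamine addition that followed 180 s compound preincubation. Loss of the dopamine response indicates antagonism.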
# Vif-APOBEC3F blk: qHTS for Inhibitors of Vif-A3F Interactions: qHTS. actives 0.2% (n = 390,000). HeLa A3F-eYFP + Vif (tagged APOBEC3F with the HIV-1 protein that degrades it), YFP fluorescence increase. AID 602313, 2012. Potency, µM (highest dose often 46.1 µM), for the others: at the top dose activity, negative = active; note: potency is the fitted concentration of half-maximal effect; % of control where 0% means no effect; nearly all actives have a fitted effect of over 65% in size
#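 HeLa cells stably expressing Vif plus C-terminally eYFP-tagged A3F were seeded, incubated overnight at 37 deg C, dosed with compound, incubated overnight again at 37 deg C. Yellow fluorescence (Ex 488/Em 500-530) reported blocked Vif-mediated A3F-eYFP degradation.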
# 12-LOX inh: Primary qHTS assay for inhibitors of human arachidonate 12S-lipoxygenase (ALOX12): Round 2; Polyunsaturated fatty acid lipoxygenase ALOX12 (Homo sapiens), P18054; purified 12hLO, xylenol orange hydroperoxide absorbance; Potency, µM (highest dose often 108 µM), for the others: at the top dose activity change, negative = inhibition, hits mostly inhibitors; actives 1.1% (n = 580,000); AID 1671190, 2021; note: potency is the fitted concentration of half-maximal effect; % is set by controls: 0 for no effect and ±100 for the full control effect
# Target sequence (P18054 whole entry, looked up): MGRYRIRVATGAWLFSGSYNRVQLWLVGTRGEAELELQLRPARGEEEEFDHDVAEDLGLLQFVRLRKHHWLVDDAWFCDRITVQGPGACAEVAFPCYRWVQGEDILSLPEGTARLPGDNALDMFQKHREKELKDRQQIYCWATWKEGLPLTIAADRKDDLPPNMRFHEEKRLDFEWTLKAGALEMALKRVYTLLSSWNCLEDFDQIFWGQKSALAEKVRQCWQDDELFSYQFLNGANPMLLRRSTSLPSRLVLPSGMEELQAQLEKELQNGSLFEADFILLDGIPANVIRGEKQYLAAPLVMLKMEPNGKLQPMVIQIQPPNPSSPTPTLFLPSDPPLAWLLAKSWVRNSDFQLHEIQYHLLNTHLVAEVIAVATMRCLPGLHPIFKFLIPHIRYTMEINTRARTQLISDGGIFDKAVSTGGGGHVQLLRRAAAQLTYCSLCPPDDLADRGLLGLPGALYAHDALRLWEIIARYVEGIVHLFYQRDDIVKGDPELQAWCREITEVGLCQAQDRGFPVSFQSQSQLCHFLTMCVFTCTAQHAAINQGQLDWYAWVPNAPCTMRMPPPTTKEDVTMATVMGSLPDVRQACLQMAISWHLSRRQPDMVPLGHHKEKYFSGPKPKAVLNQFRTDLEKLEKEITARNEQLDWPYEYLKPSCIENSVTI
#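 Purified human 12hLO (150 nM final) in 25 mM Hepes, 0.01% Triton X-100, pH 7.0 was preincubated 15 min at room temperature with compound. Then 40 uM arachidonic acid was added, 30 min. Hydroperoxide was read by Fe-XO absorbance ratio 573/405 nm.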
# An asterisk follows results filed as active; i = inactive; ? = inconclusive; nt = not tested or not shown; & = joins results of further samples; [ ] = another dose, or the depositor's remark. Unless noted, calls come from the whole dose curve; as a rule, active = well fitted curve in the direction sought with a large enough effect; inconclusive = small, poorly fitted or top-dose-only effect, or another doubt; inactive = no such curve, though single readings can be large; an effect the other way counts as inactive or inconclusive.
SMILES,ERG Ets-DNA blk,LDHA block,RGS4 inhibitor,Vif-APOBEC3G blk,Glioma ERSR ind,D2 agonist,D2 antagonist,Vif-APOBEC3F blk,12-LOX inh
COc1ccc(S(=O)(=O)Nc2ccc3c(c2)OCO3)cc1Cl,6%,17,-17%,-1%,-2%,0.6,7,-7%,-7%
COc1ccc(C)cc1N(C)C(=O)c1c(C)oc2ncnc(N3CCOCC3)c12,-4%,1,-5%,1%,-2%,0.0,nt,-6%,-17%
S=c1[nH]c(=S)c2[nH]cnc2[nH]1,nt,3,?,-5%,-3%,nt,nt,nt,nt
Cc1c(NC(=O)c2cc(-c3cccc(O)c3)on2)c(=O)n(-c2ccccc2)n1C,2%,-2,23%,-20%,-4%,0.4,nt,-2%,-27%
CC(OC(=O)c1ccc(Br)o1)C(=O)NCC1CCCCC1 (configuration not stated),nt,-5,-3%,1%,-3%,nt,nt,3%,1%
COc1ccc(F)cc1C(=O)C1CCCN(C(=O)c2ccc(C(C)=O)s2)C1 (configuration not stated),-2%,-4,6%,2%,-3%,-0.1,-3,-2%,6%
CC1CCN(Cc2c(C(=O)N/N=C/c3cccc(C(F)(F)F)c3)nnn2-c2nonc2N)CC1,-5%,-3,-40%,0%,2%,nt,nt,-7%,-1%
O=C(Cc1ccc(S(=O)(=O)N2CCCCC2)s1)Nc1ccc(F)cc1F,2%,-3,-17%,1%,-3%,nt,nt,7%,0%
CCC(C(=O)Nc1cc(C)on1)c1ccccc1 (configuration not stated),-9%,-3,2%,-1%,-4%,-0.5,10,6%,0%
CCc1c(C)nc2ncnn2c1N1CCC(C(=O)NCc2cccc(OC)c2)CC1,2%,-5,?,2%,-1%,0.0,-1,-3%,18%
Cc1cnc(C(=O)OCC(=O)NCCCc2ccccc2)cn1,14%,-6,22%,1%,0%,-0.1,5,0%,-4%
Cc1c(Cl)cccc1-n1ncc(C(=O)Nc2ccc(Br)cc2F)c1C1CCNCC1,-9%,3,-6%,nt,nt,2.1,nt,nt,?
Cc1ccccc1-n1ncc2c(SCC(=O)N3c4ccccc4CC3C)ncnc21 (configuration not stated),nt,3,-23%,-6%,-3%,nt,nt,-7%,18%
CCc1nn(CCCC(=O)NCc2ccco2)c(=O)c2cc3occc3n12,0%,-8,9%,-2%,-6%,0.0,6,0%,1%
CCCNC(=O)[C@H](Cc1c[nH]c2ccccc12)NC(=O)c1ccccc1Cl,7%,-4,-16%,-1%,7%,-0.6,-2,0%,-1%
O=C(Nc1nnc(CCS(=O)(=O)c2ccc3ccccc3c2)s1)c1cccs1,nt,-14,9%,-1%,-2%,1.2,4,0%,-20%
Cc1cc(F)ccc1S(=O)(=O)N1CCCOC1CNC(=O)C(=O)NCc1ccc2c(c1)OCO2 (configuration not stated),-5%,1,-14%,-2%,2%,0.2,-2,-3%,i
O=C1c2cccc(-c3ccc(C(F)(F)F)cc3)c2C2CCCCN12 (configuration not stated),nt,1,nt,-10%,5%,nt,nt,nt,-2%
CCOCCCNc1nc2c(c(=O)[nH]c(=O)n2C)n1CCCc1ccccc1,0%,-3,-5%,1%,-4%,nt,nt,3%,43%[activator]
COc1ccc(S(=O)(=O)c2cn(Cc3ccccc3)c3cc(F)c(F)cc3c2=O)cc1,3%,-1&0,14%,-6%,-3%,0.3,nt,-1%,-3%&4%
COc1ccccc1NC(=O)C1=C(C)Nc2nc(SCc3ccccc3Cl)nn2C1c1ccncc1 (configuration not stated),0%,-4,2%,-1%,-2%,0.1,nt,-2%,-4%
N#Cc1ccccc1S(=O)(=O)N1CCN(C(=O)[C@@H]2CCCN2C(=O)c2cccs2)CC1,-2%,-9,-2%,4%,-3%,nt,nt,0%,276%[activator]
Cc1ccc(S(=O)(=O)N/N=C\c2ccc([N+](=O)[O-])o2)cc1,-3%,4,-15%,0%,-4%,-0.7,6,-6%,?
CCOC(=O)c1cc(S(=O)(=O)N2CCCC2)cn1C,-10%,-2,-8%,1%,-4%,-0.2,4,-4%,0%
N/C(Cc1nc(-c2ccc(Br)cc2)cs1)=N\O,8%,-3,0%,1%,3%,nt,nt,7%,-5%
# Remaining list, next part.
SMILES,ERG Ets-DNA blk,LDHA block,RGS4 inhibitor,Vif-APOBEC3G blk,Glioma ERSR ind,D2 agonist,D2 antagonist,Vif-APOBEC3F blk,12-LOX inh
CCn1cc(C(=O)N2CCN(c3ccccc3OC)CC2)c(=O)c2cc(S(=O)(=O)N3CCCCC3)ccc21,3%,1,2%,-1%,-4%,0.4,nt,0%,-8%
NNC(=O)C(=O)Nc1ccc(Cl)c(Cl)c1,1%,-1,-31%,0%,0%,0.8,-12,-28%,32%[activator]
N#CCCN(CCN1CCCC1)S(=O)(=O)c1ccc(-c2ccc([N+](=O)[O-])cc2)cc1,1%,-1,13%,2%,-3%,-0.2,-9,0%,1%
CS(=O)(=O)c1cccc(C(=O)N(CCc2ccccc2)Cc2cccs2)c1,-1%,-3,-19%,-5%,0%,11,-16,7%,-27%
Cc1ccc(S(=O)(=O)N(Cc2n[nH]c(=S)n2-c2ccccc2)c2cccc(Cl)c2)cc1,6%,-2,-24%,-8%,-7%,0.2,-15,-2%,?
COc1ccc(C(=O)N2CCC(C)(C(=O)O)C2)cc1OC (configuration not stated),nt,-3,nt,-5%,1%,nt,nt,nt,-13%
Cc1ccc2cc(CN(Cc3ccco3)S(=O)(=O)c3c(C)ccc4nsnc34)c(=O)[nH]c2c1,-4%,-2,-1%,4%,-3%,-0.4,-9,2%,-16%
COc1ccccc1Cc1c(-c2cccc(Br)c2)nc2c(C)cc(Br)cn12,nt,0,nt,?,-5%,nt,nt,nt,?
Cc1ccc(OCCC(=O)OCC(=O)Nc2cc(C)cc(C)c2)cc1,-5%,-7,-8%,-1%,-3%,-0.2,-9,1%,0%
CCOc1cccc(C2c3c(oc4ccc(F)cc4c3=O)C(=O)N2c2cc(C)ccn2)c1 (configuration not stated),-4%,3,-12%,-1%,-5%,-1.6,nt,-5%,-8%
O=C(Nc1ccc2c(c1)OCO2)c1ccc2c(c1)S(=O)(=O)c1ccccc1C2=O,9%,-5,2%,4%,-3%,nt,nt,-7%,?
CCCn1c(Nc2ccccc2C)nc2ccccc21,1%,0,-7%,?,-2%,-0.2,42*,-13%,-4%
Cc1nn(C(=O)C(C)N2C(=O)c3ccccc3C2=O)c(C)c1Br (configuration not stated),3%,-10,23%,0%,-4%,-1.1,-8,1%,0%
CN1C(=O)c2ccccc2C(C(=O)O)C1c1cn(C)c2ccccc12 (configuration not stated),-5%,-6,?,4%,0%,0.6,3,-3%,0%
COc1ccc(-n2nc([N+](=O)[O-])c(=NCc3ccc4c(c3)OCO4)n2O)cc1,1%,3,-2%,-1%,1%,-0.7,-1,4%,-7%
Cc1nn(-c2ccccc2)c(Cl)c1C(=O)NCC(C)C,-8%,3,-29%,-7%,1%,0.8,-6,-7%,151%[activator]
OC[C@H]1O[C@@H](c2nc(-c3nc(-c4ccc(F)cc4)no3)cs2)[C@H](O)[C@@H]1O,nt,-5,nt,-1%,-7%,nt,nt,nt,-2%
N#Cc1c(N)n(-c2ccc(O)cc2)c2nc3ccccc3nc12,6%,-5,9%,-1%,-7%,8.6,3,1%,2%
COc1ccc(N(CC(=O)Nc2cc(OC)c(OC)cc2C(=O)O)S(=O)(=O)c2c(C)noc2C)cc1,-4%,-1,3%,-4%,-3%,nt,nt,3%,?
O=C(CSc1nnc2ccccn12)Nc1ccc(S(=O)(=O)N2CCOCC2)cc1,10%,-1,-12%,2%,9%,3.3,15,3%,2%
COc1cccc2c1cc1c(=O)n(CC(=O)NCc3ccc(N(C)C)cc3)nc(C)n12,7%,1,10%,-6%,-2%,0.3,nt,-2%,-12%
CCc1ccc(NSc2ccccc2[N+](=O)[O-])cc1,nt,0,-16%,-17%,5%,1.5,-8,-13%,-20%
Cc1csc(NC(=O)C2CCCN(S(=O)(=O)c3cccnc3)C2)n1 (configuration not stated),-14%,-10,-1%,0%,-1%,0.4,12,-4%,409%[activator]
CCc1nc(SCC(=O)N2CCCC2)c2ccccc2n1,nt,-5,-1%,-3%,-4%,nt,nt,-1%,-21%
COc1ccc(NC(=O)CSc2nnc(N)n2CC(=O)Nc2ccc(OC)cc2)cc1,-11%,-4,-41%,2%,1%,0.2,-4,1%,2%
CN(C)C(=O)CSc1n[nH]c(=O)n1CCc1ccccc1,-1%,0,-4%,0%,-3%,1.8,-10,-2%,-1%
Cc1cc(C)c(NC(=O)Cn2nnc(C(=O)Nc3ccc(F)cc3F)c2N)c(C)c1,-9%&1%,-8&-14,2%&-28%,3%&-4%,0%&-3%,0.1,-5,-14%&-5%,-1%&-24%

# The list is partial, so the mix of outcomes need not match the whole.
